High-throughput results deposited in PubChem BioAssay by several laboratories.
Mot1-301 SUMO: yeast Mot1-301 growth rescue at high temperature, primary screen, SUMOylation pathway inhibitor project, S. cerevisiae, ATP luminescence, 38.5C; growth rescue, % at 18.8 µM; AID 2716, 2010; 1% of 320,000 active; S. cerevisiae Mot1-301 growth rescue; percent above DMSO median, 100 means doubled;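 active means every valid replicate shows activation above 250% relative to neutral control wells; inactive means the rest, any valid replicate at or below 250%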;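 further: OY570 slx delta 5 strain wells were the positive control but not used for scaling; some compounds called inactive have numbers as strong as hits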
OPRM1-OPRD1 inv: inverse agonists of MOR-DOR heterodimerization, primary screen, cell-based, luminescence; Mu-type opioid receptor (Homo sapiens) + Delta-type opioid receptor (Homo sapiens), …; cell-based MOR-DOR heterodimer luminescence, inverse agonism; inhibition, % at 9.3 µM; 0.21% of 340,000 active; in the data active means inhibition above about 22%, passing the limit was not always enough;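 further: 0% = cells with DMSO and 100% = wells without cells with DMSO; values of inactives mirror those of a sister screen read the other way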
PfHsp90 yeast 2: growth inhibition of PfHsp90-expressing yeast, primary screen, antimalarial PfHsp90 inhibitor project, S. cerevisiae, BacTiter-Glo luminescence, single point, set 2; AID 504621, 2011; 0.32% of 310,000 active; BacTiter-Glo ATP, 48 h; yeast lacking PDR1 and PDR3 efflux regulators; inhibition, % at 9.4 µM;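 active means every replicate shows inhibition above about 80%, whatever the replicate mean, limit read from the data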;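 further: 0% = DMSO neutral controls and 100% = 20 µM radicicol positive controls; yeast relying on Plasmodium falciparum Hsp90 in place of its own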
Ecoli viability: E. coli V3065 growth inhibition, primary screen, counter-screen for AddAB inhibitor project, absorbance, OD600 | 18 h | inhibition, % at 11.9 µM | 0.27% of 330,000 active;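 active means inhibition above the campaign's mean inhibition across all tested compounds plus 3 SD, cut at about 9.9% in these data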;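 further: uninfected addAB+ strain grown without phage in ampicillin broth; 0% = DMSO wells and 100% = ciprofloxacin 0.95 µg/ml wells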
AddAB inh: growth inhibition of E. coli expressing H. pylori AddAB, primary screen, AddAB inhibitor project, absorbance; 0.29% of 330,000 active; AID 435030, 2010; inhibition, % at 11.9 µM; in the data active means inhibition above about 12%;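 further: 0% = vehicle wells of infected cells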
PKA-R1A act: activators of PKA-R1A holoenzyme, primary screen, biochemical, fluorescence polarization, Cy5-IP20, bovine R1A, mouse PKAc | 0.083% of 340,000 active | activation, % at 11.4 µM | cAMP-dependent protein kinase type I-alpha regulatory subunit (Bos taurus) + … | AID 504707, 2011 | PKA-R1A dissociation; scaled: DMSO 0%, 113 µM cGMP 100%;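 active means percent activation above the mean of all tested compounds plus 3 SD, cut at about 19% in these data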;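 further: higher means more PKAc released from R1A so a rise in polarization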
phage Ecoli inh: growth loss of phage-infected E. coli, primary screen, RecBCD inhibitor project, absorbance, with phage, HTS; 0.26% of 360,000 active; inhibition, % at 11.9 µM; in the data active means inhibition above about 11%
DSG3 Ab inh: inhibitors of pemphigus antibody binding to DSG3, primary screen, biochemical, bead-based, flow cytometry, scFv-GFP; Desmoglein-3 (Homo sapiens), P32926; DSG3-coupled beads, scFv-anti-DSG3-GFP binding; hits give low values; binding (percent of control), % at 10 µM; 0.48% of 310,000 active;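 active means binding more than 3 SD below its plate's average and above zero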;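 further: hits lower antibody fragment binding to DSG3; some compounds called inactive have numbers as strong as hits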
HTR5A inv ctr: HTR5A inverse agonists in luminescence cell assay, primary screen, counter-screen for OPRM1-OPRD1 heterodimer inverse agonist project, full-deck HTS; inhibition, % at 9.3 µM; HTR5A cell line, inverse agonism; 0.083% of 340,000 active; in the data active means inhibition mostly above about 23%, no sharp cut-off; inactive means mostly below about 18%;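 further: 0% = cells with DMSO and 100% = no-cell wells with DMSO; some compounds called inactive have numbers as strong as hits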
Target sequence (P47898 whole entry, looked up): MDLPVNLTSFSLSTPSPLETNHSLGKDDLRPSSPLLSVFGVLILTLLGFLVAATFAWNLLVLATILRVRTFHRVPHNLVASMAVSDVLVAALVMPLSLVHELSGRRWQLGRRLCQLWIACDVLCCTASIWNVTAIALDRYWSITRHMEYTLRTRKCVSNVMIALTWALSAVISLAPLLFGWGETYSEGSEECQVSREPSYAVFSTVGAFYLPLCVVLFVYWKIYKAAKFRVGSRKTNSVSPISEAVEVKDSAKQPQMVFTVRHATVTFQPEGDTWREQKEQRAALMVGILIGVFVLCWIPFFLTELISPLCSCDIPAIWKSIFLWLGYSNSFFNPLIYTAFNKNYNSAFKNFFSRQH
MOR-DOR ag: agonists of OPRM1-OPRD1 heterodimerization, primary screen, cell-based, luminescence; AID 504326, 2011; Mu-type opioid receptor (Homo sapiens) + Delta-type opioid receptor (Homo sapiens), …; 0.3% of 340,000 active; cells; activation, % at 9.3 µM; in the data active means activation above about 18%;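 further: 0% = vehicle-treated cells and 100% = reference agonist; values of inactives mirror those of a sister screen read the other way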
HTR5A ag: HTR5A agonists in luminescence cell assay, primary screen, counter-screen for OPRM1-OPRD1 heterodimer agonist project, full-deck HTS; 5-hydroxytryptamine receptor 5A (Homo sapiens), P47898; cell-based; activation, % at 9.3 µM; 0.61% of 340,000 active; AID 504692, 2011; in the data active means activation mostly above about 9.5%, no sharp cut-off; inactive means mostly below about 7.6%;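 further: 0% = cells with vehicle only and 100% = reference agonist; strong numbers were not always called active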
* hit, by the source's call; nt = not tested or not shown; & = joins results of further samples.

canonical_smiles,Mot1-301 SUMO,OPRM1-OPRD1 inv,PfHsp90 yeast 2,Ecoli viability,AddAB inh,PKA-R1A act,phage Ecoli inh,DSG3 Ab inh,HTR5A inv ctr,MOR-DOR ag,HTR5A ag
COc1ccc(C(C(=O)NC2CCCC2)N(CC2CCCO2)C(=O)Cc2cccs2)cc1OC (centres undefined),-6,12,-2,3.9,3.2,-9,2.5,84,13,-2.0,6
O=C(NCCS(=O)(=O)N1CCN(c2ccccc2)CC1)c1ccccc1F,476,1,5,-2.1,0.3,0,0.7,105,5,-0.2,-2
C(=NC12CN3CN(CN(C3)C1)C2)c1ccc2c(c1)OCO2,40,15,18,0.3,-0.3,11,3.6,nt,20,-2.9,5
CCN(CC)CCCNc1nc(CN2CCOCC2)nc2sc3c(c12)CCC3,3,3,18,1.4,0.0,-2,0.9,117,-3,-0.6,1
Cc1cccc(C)c1OCc1cc(C(=O)N(Cc2c(C)nn(C)c2C)C2CC2)no1,-9,-11,12,-0.8,2.0,5,2.6,93,-10,2.1,11*
COC(=O)Cc1csc(NCc2ccccc2)n1,-3,0,4,0.7,0.4,-1,2.2,nt,5,0.0,-2
CC(=O)NS(=O)(=O)c1ccc(NC(=O)c2ccc3c(c2)NC(=O)CS3)cc1,-7,12,-13,0.8,-0.6,-9,5.0,120,-7,-2.3,2
COc1ccccc1CCCNC(=O)C1CCC(=O)N(CCCN2CCCC2=O)C1 (centres undefined),-13,-8,-15,-0.9,4.4,4,2.9,100,7,1.6,3
O=C(O)c1cccc(-n2cccc2/C=N/O)c1,-4,9,-2,0.2,3.7,10,1.5,nt,-7,-1.7,2
O=C(OCc1cc(=O)n2ccsc2n1)c1ccccc1O,-4,8,-4,0.2,-1.2,1,1.2,118,7,-1.5,-2
COc1ccc(NC(=O)CCCC(=O)c2ccccc2)cc1OC,499,0,-3,-2.7,0.6,12,0.9,92,0,0.0,0
NC(=O)c1ccsc1NC(=O)c1coc2ccccc2c1=O,176,-31,5,-2.6,-2.3,-3,4.0,95,1,4.2,0
COc1cccc(OCC(O)CN2CCN(c3ccccc3)CC2)c1 (centres undefined),-7&0,-2&17,-23&-24,-0.5&-0.6,2.6&-2.8,2&9,2.5&-0.5,107&124,-4&5,0.5&-3.8,1&-1
CN(C)S(=O)(=O)c1ccc(C(=O)Nc2ccc(S(=O)(=O)NC3=NCCCCC3)cc2)cc1,-4,11,19,-2.2,1.1,-3,1.9,105,16,-2.0,-4
CCOc1ccc(OCC)c(S(=O)(=O)NCc2ccc3c(c2)OCO3)c1,-14,6,-11,-2.3,2.4,4,3.8,108,9,-1.1,-2
Cc1ccc(Cl)cc1N1CCN(C(=O)c2cccc3c(=O)c(C)c(-c4ccccc4)oc23)CC1,nt,19,-5,nt,nt,-6,3.4,86,7,-3.8,-3
Cc1cc(NC(=O)c2ccccc2Cl)ccc1NC(=O)c1ccccc1Cl,11,4,41,0.9,1.5,5,-2.4,98,-7,-0.8,2
COc1ccccc1NS(=O)(=O)c1ccc(NN=C2CCCCC2)c([N+](=O)[O-])c1,-7,-6,11,0.1,0.3,-6,2.2,97,1,1.1,0
COc1cc(CNCc2cccnc2)ccc1OCC(=O)NC(C)(C)C,-15,7,-12,-0.4,3.9,4,1.4,87,-17,-1.1,1
Cc1nc(C)c(-c2csc(Nc3ccc(C(=O)O)c(O)c3)n2)s1,3,9,-4,nt,nt,4,-2.4,88,-3,-1.8,1

The final three compounds of the section above lead into the next.
canonical_smiles,Mot1-301 SUMO,OPRM1-OPRD1 inv,PfHsp90 yeast 2,Ecoli viability,AddAB inh,PKA-R1A act,phage Ecoli inh,DSG3 Ab inh,HTR5A inv ctr,MOR-DOR ag,HTR5A ag
COc1ccccc1NS(=O)(=O)c1ccc(NN=C2CCCCC2)c([N+](=O)[O-])c1,-7,-6,11,0.1,0.3,-6,2.2,97,1,1.1,0
COc1cc(CNCc2cccnc2)ccc1OCC(=O)NC(C)(C)C,-15,7,-12,-0.4,3.9,4,1.4,87,-17,-1.1,1
Cc1nc(C)c(-c2csc(Nc3ccc(C(=O)O)c(O)c3)n2)s1,3,9,-4,nt,nt,4,-2.4,88,-3,-1.8,1
CCOc1cc(C2C(C#N)=C(N)SC(N)=C2C#N)ccc1OCCN1CCOCC1,-10,7,-6,-0.5,0.9,-1,-1.3,93,-2,-1.2,1
Cc1cc2cc(CNC(=O)Cc3ccc([N+](=O)[O-])cc3)ccc2[nH]1,33,7,35,-2.3,-0.4,-12,4.3,106,-3,-1.4,-1
N#Cc1cnn2c(-c3cccc(C(F)(F)F)c3)ccnc12,2,nt,-16,0.3,2.5,nt,0.3,101,nt,nt,nt
CC(C)c1cccc(C(C)C)c1NC(=O)CN1CCCC1,160,8,-6,-2.0,2.3,-8,0.8,nt,-5,-1.1,2
CCn1cc(CNC(=O)c2ccc(C)s2)cn1,-5,9,-13,-3.7,-2.6,-6,3.9,97,1,-1.5,0
CCCCc1cc(=O)oc2cc(C)cc(OCC(=O)Nc3ccccn3)c12,-1,7,5,0.6,2.0,-1,-2.4,3.8*,-3,-1.3,1
CC1CCCC(C)N1C(=O)CSc1nc2ncnc(N)c2[nH]1 (centres undefined),-8,2,-6,1.1,1.7,3,2.8,98,3,-0.4,-1
Cc1cccc(C)c1NC(=O)CSc1n[nH]c(=O)n1C1CC1,6,9,1,2.3,1.3,8,1.4,nt,-17,-2.2,2
O=C(CCCCl)Nc1nc(-c2ccc3c(c2)OCCO3)cs1,-3,-5,-22,-1.5,-1.5,-8,0.3,nt,2,0.7,-1
Cc1cc(C)cc(CC(Cc2nc3ccccc3[nH]2)c2nc3ccccc3[nH]2)c1 (centres undefined),76,-376,7,2.1,4.9,-3,2.6,109,-16,66*,-8
O=C(C(=O)N1CCCC1CO)N1CCCC1CO (centres undefined),1,12,4,-0.2,0.2,0,2.6,100,-3,-2.2,1
Nc1nc(N)c2sc3nc(C(F)(F)F)cc(C(F)(F)F)c3c2n1,6,-7,7,-0.7,3.6,-13,1.4,nt,-19,1.2,1
CC(C)(C)NC(=O)CN(C(=O)c1snc(C(=O)NC2CCCCC2)c1N)c1ccc(F)cc1,9,-31,4,-3.0,1.6,5,0.5,96,-9,3.8,3
CCOCCCN(C(=O)Cn1nnc(-c2ccc(C)o2)n1)C(C(=O)NCC1CCCO1)c1ccc(F)cc1 (centres undefined),1,15,-15,2.0,3.0,-2,1.5,94,12,-3.0,6
CCN1CCN(Cc2cc(=O)oc3ccc(C)cc23)CC1,-6,14,-15,1.7,0.9,-18,3.0,109,-46,-2.8,-1
CCOC(=O)C1(CC2CCCCO2)CCN(S(=O)(=O)c2cc(C)cs2)CC1 (centres undefined),nt,-3,-18,-0.8,1.5,-8,1.4,96,4,0.5,-2
Nc1nc(-c2ccco2)nn1C(=O)c1ccc(Cl)cc1,7,3,2,-0.6,-2.3,-9,1.4,99,-9,-0.6,0
COc1cc(NC(=O)CCS(=O)(=O)c2ccc3c(c2)n(C)c(=O)c(=O)n3C)cc(OC)c1,12,4,-3,-0.3,1.9,1,2.0,114,-21,-0.8,8
O=C(c1ccnc(Cl)c1)N1CCCC(Nc2ccc(F)cc2)C1 (centres undefined),14,15,-16,-1.2,4.9,6,0.6,110,12,-2.9,-5
CC(c1c(O)c2ccccc2[nH]c1=O)C1(C)CCC(O)C(C)(C)O1 (centres undefined),-17,5,-5,0.3,1.0,15,2.6,108,-32,-1.0,-3

Next results
canonical_smiles,Mot1-301 SUMO,OPRM1-OPRD1 inv,PfHsp90 yeast 2,Ecoli viability,AddAB inh,PKA-R1A act,phage Ecoli inh,DSG3 Ab inh,HTR5A inv ctr,MOR-DOR ag,HTR5A ag
FC(F)(F)c1ccccc1NC(=S)N1CCN(c2ncccn2)CC1,234,-3,-1,2.0,-1.4,-4,0.8,110,-14,0.5,-2
Cc1c(CCC(=O)O)c(=O)oc2cc3occ(-c4ccccc4)c3cc12,101,19,-26,0.2,3.0,-8,0.4,103,-4,-3.5,2
Cc1ccc[n+](CC(=O)Nc2ccc([N+](=O)[O-])cc2Cl)c1,3,10,42,0.4,1.5,0,3.1,nt,-12,-1.6,0
CCC(C)NC(=O)c1ccc(CSCc2ccc(Cl)cc2)o1 (centres undefined),-7,8,-21,-2.8,-1.0,-1,-0.2,99,-6,-1.4,2
Cc1cccc(S(=O)(=O)N(CC(=O)Nc2ccccc2C)Cc2ccco2)c1,-13,6,nt,1.0,2.8,0,3.7,106,6,-1.2,-3
Cc1nc(SCC(=O)NCCc2ccccc2)c2oc3ccccc3c2n1,-4,1,-18,1.7,4.3,10,2.7,94,-9,-0.2,3
CCOC(=O)Cc1csc(SCC(=O)Nc2nccs2)n1,0,1,-12,-0.1,1.4,-8,2.5,95,-17,-0.2,4
CC(C)(C)c1ccc(SCCc2ccncc2)cc1,-30,-13,9,-1.2,4.7,3,-4.2,120,-19,2.6,6
O=C(Nc1ccnn1C1CCN(Cc2ccccc2OCCO)CC1)c1cccc(F)c1,309,5,4,-1.8,-0.4,2,-0.3,107,-1,-0.7,6
CCOc1ccc(Br)cc1S(=O)(=O)Nc1ccc(NC(=O)c2ccccc2C)cc1,12,10,5,-0.7,1.5,1,5.8,99,0,-1.8,1
COc1ccc(Nc2nc(C)nc3c2nnn3Cc2ccccc2)cc1OC,-1,-8,2,-0.8,-1.2,0,1.0,96,-8,1.7,3
CC(=O)Nc1ccc(NC(=S)NC(=O)/C=C/c2ccc(Cl)cc2)cc1,-24,1,28,2.6,3.5,1,1.2,101,12,-0.1,-5
Cc1ccc(O)c(NC2=C(Cl)C(=O)N(Cc3ccccc3)C2=O)c1,nt,-39,2,nt,nt,-9,2.8,113,-42,7.7,7

Entries shown so far that have a cyano group, in the order listed:
canonical_smiles,Mot1-301 SUMO,OPRM1-OPRD1 inv,PfHsp90 yeast 2,Ecoli viability,AddAB inh,PKA-R1A act,phage Ecoli inh,DSG3 Ab inh,HTR5A inv ctr,MOR-DOR ag,HTR5A ag
CCOc1cc(C2C(C#N)=C(N)SC(N)=C2C#N)ccc1OCCN1CCOCC1,-10,7,-6,-0.5,0.9,-1,-1.3,93,-2,-1.2,1
N#Cc1cnn2c(-c3cccc(C(F)(F)F)c3)ccnc12,2,nt,-16,0.3,2.5,nt,0.3,101,nt,nt,nt
